# Screens from PubChem BioAssay.
# OPRM1-OPRD1 ag: OPRM1-OPRD1 heterodimerization agonism. cells, luminescence. 340,000 tested, 0.3% active. activation, % at 9.3 µM. P35372+P41143. AID 504326; in the data active means activation above about 18%;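 further: 0% = vehicle-treated cells and 100% = reference agonist; values of inactives mirror those of a sister screen read the other way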
# RTF Ca sens inh: cardiac RTF calcium desensitization; inhibition, % at 7.15 µM; IANBD-labeled cardiac RTF, Ca2+ fluorescence; AID 493244; 340,000 tested, 0.12% active; P19429+P45379;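 active means inhibition above the mean inhibition of all tested compounds plus 3 SD, cut at about 17% in these data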;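 further: assay run at fixed EC70 calcium of 1.6 mM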
# V-ATPase pH: yeast V-ATPase proton transport regulation by pHLuorin. S. cerevisiae, pHLuorin cytosolic pH fluorescence. response, % at 10 µM. 350,000 tested, 0.37% active; in the data active means response mostly above about 7.3%, no sharp cut-off; inactive means mostly below about 5.4%; further: actives read high; inactives centre near 0; some compounds called inactive have numbers as strong as hits; reference of the scale not given here
# cardiac RTF act: increases calcium sensitivity of human cardiac regulated thin filaments; activation, % at 7.2 µM; AID 493008; IANBD-labeled TnC RTF fluorescence at EC20 calcium; 0% EC20 calcium, 100% full calcium; 340,000 tested, 0.24% active; P19429+P45379;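 active means activation above the mean over all tested compounds plus 3 SD, cut at about 30% in these data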;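 further: rise in fluorescence read as greater calcium sensitivity of cardiac thin filaments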
# HTR5A ag ctr: counter-screen for OPRM1-OPRD1 agonists: human HTR5A agonism; activation, % at 9.3 µM; HTR5A agonist assay, luminescence, cell-based; 340,000 tested, 0.61% active; P47898; AID 504692; in the data active means activation mostly above about 9.5%, no sharp cut-off; inactive means mostly below about 7.6%;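 further: 0% = cells with vehicle only and 100% = reference agonist; strong numbers were not always called active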
# Target sequence (P47898 whole entry, looked up): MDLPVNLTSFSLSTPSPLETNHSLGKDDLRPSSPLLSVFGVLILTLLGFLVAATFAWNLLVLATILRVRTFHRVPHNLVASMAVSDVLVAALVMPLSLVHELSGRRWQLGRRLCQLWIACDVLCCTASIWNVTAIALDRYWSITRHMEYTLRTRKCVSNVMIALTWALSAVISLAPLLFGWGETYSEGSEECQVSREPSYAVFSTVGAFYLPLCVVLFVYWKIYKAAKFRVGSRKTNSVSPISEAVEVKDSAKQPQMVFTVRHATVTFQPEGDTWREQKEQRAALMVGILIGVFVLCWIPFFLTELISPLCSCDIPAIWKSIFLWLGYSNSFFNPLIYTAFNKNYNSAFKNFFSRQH
# OPRM1-OPRD1 inv: inverse agonist of human OPRM1-OPRD1 heterodimerization | inhibition, % at 9.3 µM | AID 504357 | 340,000 tested, 0.21% active | P35372+P41143 | cell-based MOR-DOR heterodimer luminescence, inverse agonism; in the data active means inhibition above about 22%, passing the limit was not always enough;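 further: 0% = cells with DMSO and 100% = wells without cells with DMSO; values of inactives mirror those of a sister screen read the other way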
# LANA DNA inh: inhibitors of KSHV LANA C-terminal domain DNA binding; MBP-C-LANA/FAM-LBS DNA binding, fluorescence polarization; inhibition, % at 9 µM; 340,000 tested, 0.078% active;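 active means highest replicate inhibition at or above 60% at 9 µM, even if other replicates fall short; inactive means all replicates below 60% inhibition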;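 further: 0% = neutral control wells and 100% = 4 µM acridine orange control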
# HTR5A inv ag: HTR5A inverse agonism, opioid heterodimer counter-screen; P47898; HTR5A cell line, luminescence; inhibition, % at 9.3 µM; 340,000 tested, 0.083% active; in the data active means inhibition mostly above about 23%, no sharp cut-off; inactive means mostly below about 18%;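 further: 0% = cells with DMSO and 100% = no-cell wells with DMSO; some compounds called inactive have numbers as strong as hits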
# Keap1 Nrf2 FP: Keap1-Nrf2 (human) interaction inhibition; Q14145; Keap1 Kelch-Nrf2 peptide fluorescence polarization, 1536-well; inhibition, % at 9.4 µM; 340,000 tested, 0.15% active; in the data active means inhibition above about 12%;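 further: human Keap1 Kelch domain with fluorescein labeled Nrf2 9mer peptide probe; 0% = neutral control wells and 100% = peptide positive control; higher means more block of Keap1 binding to Nrf2 peptide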
# Target sequence (Q14145 whole entry, looked up, the tested form may be a part): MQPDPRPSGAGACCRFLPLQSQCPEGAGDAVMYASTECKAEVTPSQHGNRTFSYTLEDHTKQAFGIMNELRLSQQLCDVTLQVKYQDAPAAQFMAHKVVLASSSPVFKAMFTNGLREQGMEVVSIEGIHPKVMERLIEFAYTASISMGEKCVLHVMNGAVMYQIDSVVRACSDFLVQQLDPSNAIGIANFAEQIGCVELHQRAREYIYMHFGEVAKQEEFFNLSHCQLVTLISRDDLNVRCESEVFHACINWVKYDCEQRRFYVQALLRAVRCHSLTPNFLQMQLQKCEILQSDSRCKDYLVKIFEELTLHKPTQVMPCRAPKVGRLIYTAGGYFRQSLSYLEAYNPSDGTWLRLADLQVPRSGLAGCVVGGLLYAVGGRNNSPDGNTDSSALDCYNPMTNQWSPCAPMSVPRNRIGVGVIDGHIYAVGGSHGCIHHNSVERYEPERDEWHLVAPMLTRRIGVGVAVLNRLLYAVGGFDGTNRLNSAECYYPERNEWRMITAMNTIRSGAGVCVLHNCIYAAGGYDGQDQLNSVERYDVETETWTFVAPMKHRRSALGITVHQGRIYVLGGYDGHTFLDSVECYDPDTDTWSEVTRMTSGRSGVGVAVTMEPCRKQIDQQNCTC
# CAL-PDZ inh HTS: inhibitors of human CAL PDZ peptide binding; Q9HD26; purified CAL PDZ, TMR-peptide fluorescence polarization, 1 h; inhibition, % at 24.9 µM; 300,000 tested, 0.92% active; AID 602252;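 active means mean inhibition of at least 30% with at least half of replicates also reaching 30%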;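 further: 0% = DMSO neutral control and 100% = excess unlabeled competitor peptide PRC23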
# * hit, by the source's call; x = not tested or not shown.
# Value order – OPRM1-OPRD1 ag	RTF Ca sens inh	V-ATPase pH	cardiac RTF act	HTR5A ag ctr	OPRM1-OPRD1 inv	LANA DNA inh	HTR5A inv ag	Keap1 Nrf2 FP	CAL-PDZ inh HTS
1. C=CCn1c(COc2ccc(Cl)cc2)nnc1SCC(=O)N/N=C/c1ccccc1
  -0.2	0	-4	-4	5	1	-0.8	-16	4	1
2. CCN(c1ccccc1)S(=O)(=O)c1cccc(C(=O)OCC(=O)Nc2ccc(NC(C)=O)cc2)c1
  0.1	-8	7	9	2	0	-1.5	-6	0	10
3. O=C(COc1cccnc1[N+](=O)[O-])Nc1cc(Cl)ccc1Cl
  -0.1	-4	-2	-5	1	1	1.4	-6	0	-3
4. COc1ccccc1N1CCN(S(=O)(=O)CCNC(=O)C23CC4CC(CC(C4)C2)C3)CC1
  -0.2	0	2	0	0	1	0.3	1	-3	-3
5. c1cc2cc(-c3c(-c4ccc5c(c4)OCO5)noc3-c3ccsc3)ccc2[nH]1
  2.5	-10	-1	10	2	-14	5.4	-1	-3	12
6. O=C(CSc1nc2ccccc2s1)NC1CCS(=O)(=O)C1 (configuration not stated)
  -1.0	2	4	14	2	6	-2.2	-9	-4	-1
7. COc1ccc(-n2ccc(=O)c(C(=O)O)n2)c(OC)c1
  -2.1	-8	-1	-2	2	10	0.3	-8	0	-2
8. CSc1ccc(/C=C(\C(=O)O)c2ccc(S(=O)(=O)N3CCCCC3)s2)cc1
  5.2	3	4	-4	9	-36	0.1	8	-6	-5
9. COc1ccc(-n2c(SC3CCOC3=O)nc3ccccc3c2=O)cc1OC (configuration not stated)
  -0.2	-4	-2	1	-6	1	-0.7	-32	-1	x
10. CCSc1nnc(NC(=O)CN2C(=O)N(C)C3(CCCCC3)C2=O)s1
  -2.2	-45	-3	5	0	15	-0.1	-3	2	-2
11. Cc1ccc(C(c2sc3nc(C)nn3c2O)N2CCN(c3ccccc3)CC2)cc1 (configuration not stated)
  -1.4	4	-2	1	2	8	-0.6	-1	0	2
12. O=C(Nc1ccccc1)c1ccc(NC2CCCCC2)c(S(=O)(=O)N2CCOCC2)c1
  37*	1	-2	0	-2	-184	-0.2	8	-3	-5
13. COc1ccc(N2C(=O)CC(NCc3cccc(F)c3)C2=O)cc1 (configuration not stated)
  -2.2	-4	x	2	-3	13	-0.9	7	-8	0
14. O=C(NC1CC1)c1cc(=S)[nH]c2ccccc12
  -3.1	-12	2	-3	-3	13	2.6	10	-3	1
15. CCOC(=O)c1c(C)nn(-c2ncccc2NC(=O)NC(C)C)c1C
  -2.0	-1	1	-1	6	10	1.0	-16	2	-4
16. CN(C)C(=O)C(OC(=O)c1ccc2ccccc2n1)c1ccccc1 (configuration not stated)
  0.5	-2	-3	-2	3	-3	-1.6	-8	-1	-2
17. CC(C)Cc1cc(C(=O)N2CCCC(CO)(Cc3ccc(F)cc3F)C2)n[nH]1 (configuration not stated)
  1.5	-5	0	5	2	-8	-1.8	12	-2	x
18. CC(C)C[C@H](NC(=O)OC(C)(C)C)c1nnc(SCC(=O)Nc2ccc(Br)cc2)o1
  7.7	-11	1	3	1	-39	-0.9	-4	0	8
19. CNC(=O)CSCc1c(F)cccc1Cl
  -2.8	-2	1	-4	2	14	1.8	-6	1	-4
20. N#Cc1ccc(-c2cccnc2)nc1SCc1ccc(Cl)c(Cl)c1
  0.0	8	-2	-3	-5	0	0.4	12	2	-3
21. CCCS(=O)(=O)NCc1cn2cccc(C)c2n1
  -1.9	-8	2	5	-1	9	-1.4	32	2	-5
22. COc1ccc(C(=O)NCC(=O)n2nc(C)cc2C)cc1OC
  -1.8	-3	-1	3	5	10	0.4	-8	-3	10
23. Cc1ccc(NC(=O)CN(C)C2CCCCC2)cc1Cl
  4.6	-10	0	-5	2	-22	-2.5	-5	-3	7
24. CC(=O)Nc1ccc(C(=O)OCc2ccccc2Cl)cc1
  1.2	-4	x	0	0	-8	-0.5	18	2	-4
25. O=C(Nc1cc([N+](=O)[O-])ccc1F)c1ccc2ccccc2c1
  4.3	-2	-4	6	-3	-22	-0.9	-7	-3	x
26. CCOc1ccc(NC(=O)C2CCCN(C(=O)Nc3ccccc3)C2)cc1 (configuration not stated)
  -2.2	-6	-5	1	2	13	0.7	3	7	-4
27. O=C(NCc1cccnc1)c1ccc2c(c1)C(=O)N(Cc1ccccc1)C2=O
  -3.6	3	-4	-2	-3	15	0.8	7	-6	-1
28. CCC(=O)N1CCN=C1SCc1cccc(F)c1
  -3.3	-2	4	-8	-4	18	0.1	3	1	12
29. COc1ccccc1CNC(=O)c1ccc(OC(F)F)c(OC)c1
  -0.3	-16	-1	3	2	2	-0.2	2	-3	9
30. COc1ccccc1CNC(=S)NC1CCCCC1
  -0.1	-3	2	0	1	0	-1.9	-1	-3	-4
31. Cc1ccc(NCC(=O)N/N=C/c2c[nH]c3ccccc23)cc1
  0.5	-11	-2	11	7	-3	-0.8	3	-3	-2
32. Cc1nc(NCC2CCCO2)c2nnn(Cc3ccccc3Cl)c2n1 (configuration not stated)
  -0.8	0	4	-2	-1	4	0.7	18	4	x
33. COc1ccc(OC)c2c(C)cc(N3CCN(C(=O)c4ccc(F)cc4)CC3)nc12
  1.6	-3	4	-2	0	-7	0.9	-6	-4	-3
34. O=C(COc1ccc(S(=O)(=O)Nc2ccccc2)cc1)NCc1ccncc1
  -1.8	1	2	3	7	9	-0.9	-19	4	x
35. CCCCc1ccc(NC(=S)NCc2ccc(OC)cc2)cc1
  4.3	-8	21	0	0	-22	2.3	0	-1	-2
36. COc1cccc(/C=C2\N=C(c3c(-c4ccccc4)noc3C)OC2=O)c1
  -1.0	8	0	-3	-1	6	2.4	5	-1	-2
37. O=C(CCNc1n[nH]c(=O)[nH]c1=O)N/N=C/c1ccccc1Br
  -2.1	-3	-1	-2	0	11	-1.1	-1	0	5
38. O=C(Nc1ccccc1Br)C(=O)N1CCCC1
  -1.2	-3	0	11	2	6	1.3	-13	1	-3
39. COc1ccccc1-c1ccc(=O)n(CC(=O)NCc2cccs2)n1
  -0.5	13	1	-2	0	3	1.0	-35	3	-4
40. O=C1CCCN1CCC1CCN(C2CC(=O)N(c3ccc(Cl)cc3)C2=O)CC1 (configuration not stated)
  0.8	4	0	5	-1	-5	0.7	3	2	-5
41. CCC(C)NC(=S)NNC(=O)c1ccncc1 (configuration not stated)
  0.0	-3	-1	6	3	0	2.9	-7	-3	1
42. O=C(NC1CCCC1)C1c2ccccc2C(=O)N1CCCN1CCOCC1 (configuration not stated)
  -1.9	-10	2	-2	1	11	0.0	-2	2	x
43. O=C(COC(=O)c1cccc(S(=O)(=O)N2CCCCCC2)c1)NCc1ccc(Cl)cc1
  2.0	-10	-7	-1	6	-13	-0.6	-8	-2	-2
44. CCOc1ccc2nc(NC(=O)C(NS(=O)(=O)c3cccc4nsnc34)C(C)C)sc2c1 (configuration not stated)
  0.5	0	-4	-6	4	-3	0.2	-11	-6	x
45. CCN(CC)C(=O)c1ccccc1NS(=O)(=O)c1ccc(OC)c(C(=O)N2CCOCC2)c1
  0.7	-5	-1	-5	3	-6	-0.1	-8	1	2
46. Cc1ccc(OCCNC(=O)c2ccc(NC(=O)CC3SC(N4CCCC4)=NC3=O)cc2)cc1 (configuration not stated)
  2.6	-11	-3	-3	8	-16	-0.2	-23	-9	-26
47. COC(=O)C(CCCN1C(=O)c2ccccc2C1=O)(NC(C)=O)c1nnn(C)n1 (configuration not stated)
  -0.3	-14	-1	-5	0	2	-0.3	0	-1	1
48. CCC(Sc1nc(-c2ccccc2)c(-c2ccccc2)[nH]1)C(=O)O (configuration not stated)
  -3.3	2	-3	7	-1	15	-3.5	4	-1	-3
49. O=C(COc1ccc2c(c1)CCC2)NCc1ccc(Cl)cc1
  11	-14	0	-4	0	-81	0.7	0	-8	5
50. COC(C(=O)Nc1cccc(F)c1)c1ccccc1 (configuration not stated)
  -1.7	0	0	-1	-3	10	1.1	-27	0	-2
51. Cc1cccc(CCNS(=O)(=O)c2ccc(S(=O)(=O)NC3CCCC3)cc2)c1
  6.3	-9	2	7	-3	-34	-1.3	8	-7	-2
52. O=C1CC[C@H](O)CCN1CCSc1ccc(Br)cc1
  0.1	-8	-1	3	7	0	1.0	-18	-2	-8
53. CCC1Sc2ccc(S(=O)(=O)CCC(=O)NCc3cccs3)cc2NC1=O (configuration not stated)
  -3.0	-1	1	-9	1	17	-0.1	14	-3	-4
54. CCN(C(=O)CCS(=O)(=O)c1ccc(Br)cc1)c1ccc2c(c1)OCO2
  -1.4	-2	0	1	-3	8	0.2	10	-7	9
55. CC(C)NC(=O)CSc1nnc(COc2ccccc2Cl)o1
  -3.9	-4	-3	0	0	16	-0.6	0	-3	1
56. O=C(CSc1c[nH]c2ccccc12)N1CCOCC1
  0.0	-5	-1	-3	-2	0	-1.7	-2	0	x
57. CCOC(=O)c1ccc(NC(=O)CNC(=O)c2ccco2)cc1
  -4.6	2	0	-10	-2	21	0.7	9	-4	-4
58. CCC1CCCCN1S(=O)(=O)Cc1ccccc1Cl (configuration not stated)
  -0.8	-9	-5	-4	2	4	-2.0	-5	-3	x
59. Cc1cccnc1NC(=S)NC(=O)/C=C/c1ccccc1
  -3.2	-2	-3	-2	2	18	0.4	-6	1	-3
60. Cc1ccc(CNC(=O)CN2C(=O)C3(OCCCO3)c3ccccc32)cc1
  -0.8	-2	11	2	-1	4	1.5	-33	-8	x

# Other results follow.
# Value order – OPRM1-OPRD1 ag	RTF Ca sens inh	V-ATPase pH	cardiac RTF act	HTR5A ag ctr	OPRM1-OPRD1 inv	LANA DNA inh	HTR5A inv ag	Keap1 Nrf2 FP	CAL-PDZ inh HTS
61. CCN(CC)CCN(CC(=O)N(C1CCCCC1)C1CCCCC1)C(=O)c1cccnc1
  -1.7	-16	-1	1	-2	10	-0.7	7	-3	-2
62. CCC(C)(C)NC(=O)C(c1ccccc1F)N(Cc1ccco1)C(=O)Cn1nnc2ccccc21 (configuration not stated)
  -2.0	0	2	0	-2	12	-0.6	-7	-8	-4
63. O=C(OCC(=O)N1CCc2ccccc21)[C@@H]1CC(O)CN1S(=O)(=O)c1ccccc1[N+](=O)[O-] (some centres not stated)
  -2.3	-5	3	-2	-4	9	-0.2	9	-6	-9
64. Cn1cccc1C(=O)OCc1cc(-c2ccco2)on1
  0.4	-4	-2	-2	4	-2	0.3	-9	-3	0
65. Oc1cccc2c(NC(=S)Nc3ccc(OC(F)F)cc3)cccc12
  7.6	1	12	-3	6	-39	-1.7	-15	-1	-4
66. CC(C)(Oc1ccc(Cl)cc1)C(=O)N1CCN(C(=O)c2ccco2)CC1
  0.1	-10	0	-2	5	0	-0.8	-8	-1	-1
67. O=C(COC(=O)c1ccc(F)cc1F)Nc1ncccn1
  -1.1	-1	-5	1	1	6	2.1	12	2	-3
68. CC(C)(C)CC(=O)NC(=S)N1CCCCCC1
  1.0	-2	2	0	-7	-5	-0.3	24	4	x
69. O=C(Cc1cccs1)NCc1ccccc1F
  -0.7	-4	-4	5	-3	4	-0.8	0	-2	-6
70. Cn1nc(C(=O)Nc2ccc(S(=O)(=O)N3CCCC3)cc2)ccc1=O
  -1.6	-6	-3	2	1	9	-0.9	4	3	2
